HTR5A inv ag: HTR5A inverse agonism, opioid heterodimer counter-screen; inhibition, % at 9.3 µM; hit rate 0.083% among 340,000; AID 504634; HTR5A cell line, luminescence; P47898; in the data active = inhibition mostly above about 23%, no sharp cut-off; inactive = mostly below about 18%;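 also: 0% = cells with DMSO and 100% = no-cell wells with DMSO; some compounds called inactive have numbers as strong as hits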
SR-BI DiI inh: mouse SR-BI HDL lipid transfer inhibition; Q61009; AID 488896; hit rate 0.96% among 320,000; ldlA[mSR-BI] CHO cells, DiI-HDL uptake fluorescence, 3 h; inhibition, % at 12.5 µM;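 active = mean replicate inhibition of at least 70% and a set share of replicates each scoring 70 or more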;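 also: 0% = median of neutral control wells and 100% = median of positive control wells; values of inactives mirror those of a sister screen read the other way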
V-ATPase pHluor: regulators of yeast V-ATPase proton transport | S. cerevisiae, pHLuorin cytosolic pH fluorescence | response, % at 10 µM | hit rate 0.37% among 350,000; in the data active = response mostly above about 7.3%, no sharp cut-off; inactive = mostly below about 5.4%; also: actives read high; inactives centre near 0; some compounds called inactive have numbers as strong as hits; reference of the scale not given here
Wnt bcat act: Wnt/beta-catenin pathway activation; activation, % at 9.35 µM; AID 743398; Wnt/beta-catenin reporter cell assay, activator, plate reader; hit rate 1.2% among 300,000; in the data active = activation above about 30%, passing the limit was not always enough;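 also: 0% = neutral control wells and 100% = positive control wells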
dFosB act: activators of mouse delta FosB homodimer; hit rate 0.99% among 340,000; purified delta FosB, TAMRA-CDK5 oligo fluorescence polarization; percent of positive-control signal above neutral wells; P13346; AID 493131; activation, % at 25 µM;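 active = mean activation above about 17%, with every replicate also reaching it, limit read from the data, passing the limit was not always enough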;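 also: fluorescence polarization rise as delta FosB binds a TAMRA Cdk5 AP-1 oligo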
CDK5 p35 inh: CDK5/p35 (human) kinase inhibition; Q00535+Q15078; Recombinant CDK5/p35, ADP-Glo luminescence, 60 min; inhibition, % at 10 µM; hit rate 0.01% among 330,000;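 active = highest replicate inhibition of at least 50% and at least 75% of replicates reaching 50%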;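 also: plate controls were DMSO neutral control for no effect and GW8510 at 10 µM for full effect; many of its hits are not listed in these tables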
NSD2 inh: NSD2 (human) methyltransferase inhibition | O96028 | inhibition, % at 12.5 µM | hit rate 0.54% among 310,000 | NSD2 peptide methylation, AlphaScreen, 120 min; in the data active = inhibition above about 50%
Target sequence (O96028 whole entry, looked up): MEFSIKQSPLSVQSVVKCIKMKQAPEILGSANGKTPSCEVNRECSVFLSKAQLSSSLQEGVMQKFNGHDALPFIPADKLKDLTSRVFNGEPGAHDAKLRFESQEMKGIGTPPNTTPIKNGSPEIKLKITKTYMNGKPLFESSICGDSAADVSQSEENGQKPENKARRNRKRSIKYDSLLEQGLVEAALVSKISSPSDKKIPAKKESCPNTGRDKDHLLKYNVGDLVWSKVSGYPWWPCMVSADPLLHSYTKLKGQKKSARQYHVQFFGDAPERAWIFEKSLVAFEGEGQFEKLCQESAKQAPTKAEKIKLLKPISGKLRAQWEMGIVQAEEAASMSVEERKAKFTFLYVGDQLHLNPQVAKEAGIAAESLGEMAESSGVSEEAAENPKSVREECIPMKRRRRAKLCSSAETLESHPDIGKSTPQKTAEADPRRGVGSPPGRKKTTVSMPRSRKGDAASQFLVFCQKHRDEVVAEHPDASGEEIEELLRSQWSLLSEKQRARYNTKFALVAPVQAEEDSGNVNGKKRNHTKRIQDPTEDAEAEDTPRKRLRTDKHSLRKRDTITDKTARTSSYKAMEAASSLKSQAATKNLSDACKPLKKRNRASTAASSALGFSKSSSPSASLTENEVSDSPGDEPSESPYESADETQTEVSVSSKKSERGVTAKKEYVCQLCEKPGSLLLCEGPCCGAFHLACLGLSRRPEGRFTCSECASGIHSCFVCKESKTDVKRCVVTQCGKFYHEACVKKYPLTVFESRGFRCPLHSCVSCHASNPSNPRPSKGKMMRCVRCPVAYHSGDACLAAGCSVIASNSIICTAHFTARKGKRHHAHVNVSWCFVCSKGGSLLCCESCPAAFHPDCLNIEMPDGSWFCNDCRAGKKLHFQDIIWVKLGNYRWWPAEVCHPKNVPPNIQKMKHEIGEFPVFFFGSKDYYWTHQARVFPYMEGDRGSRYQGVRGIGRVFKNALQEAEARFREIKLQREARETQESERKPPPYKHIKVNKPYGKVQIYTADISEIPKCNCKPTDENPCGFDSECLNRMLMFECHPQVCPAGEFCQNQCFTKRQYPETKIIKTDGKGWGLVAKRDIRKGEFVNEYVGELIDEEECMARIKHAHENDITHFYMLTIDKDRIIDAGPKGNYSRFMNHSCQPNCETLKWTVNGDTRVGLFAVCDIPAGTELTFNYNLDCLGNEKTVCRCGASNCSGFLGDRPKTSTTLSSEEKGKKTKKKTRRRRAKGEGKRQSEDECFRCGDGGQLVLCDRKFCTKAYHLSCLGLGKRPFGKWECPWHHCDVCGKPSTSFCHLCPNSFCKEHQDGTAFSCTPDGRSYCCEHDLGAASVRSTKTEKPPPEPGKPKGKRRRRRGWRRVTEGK
MITF act: increases MITF-driven TRPM1 promoter luciferase signal | hit rate 0.75% among 300,000 | SK-MEL-5 TRPM1-promoter luciferase, 24 h; % of positive control, neutral wells = 0 | activation, % at 12.5 µM;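 active = mean activation of at least 80% with every replicate also reaching 80%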;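 also: 0% = neutral control wells and 100% = parthenolide positive control wells; values of inactives mirror those of a sister screen read the other way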
PvdQ inh: blocks Pseudomonas aeruginosa PvdQ acylase activity; inhibition, % at 10 µM; purified PvdQ acylase, fluorescence plate reader; hit rate 0.063% among 340,000; in the data active = inhibition above about 30%, passing the limit was not always enough;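 also: 0% = vehicle neutral wells and 100% = reference inhibitor wells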
HTR5A ag ctr: counter-screen for OPRM1-OPRD1 agonists: human HTR5A agonism | P47898 | HTR5A agonist assay, luminescence, cell-based | activation, % at 9.3 µM | hit rate 0.61% among 340,000; in the data active = activation mostly above about 9.5%, no sharp cut-off; inactive = mostly below about 7.6%;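 also: 0% = cells with vehicle only and 100% = reference agonist; strong numbers were not always called active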
The depositor's hits bear a star; nt = no result given. Random draw from the library; overall some 5% were active at least once.

SMILES | HTR5A inv ag | SR-BI DiI inh | V-ATPase pHluor | Wnt bcat act | dFosB act | CDK5 p35 inh | NSD2 inh | MITF act | PvdQ inh | HTR5A ag ctr
CC(=O)N(CC(=O)Nc1sc(C)c(C)c1C(N)=O)Cc1ccccc1 | 9 | -4 | -2 | -1 | -5 | 0.0 | 3 | 8 | -12 | -3
CC(C)(C)NC(=O)/C(=C\C=C\c1ccccc1)NC(=O)c1ccc([N+](=O)[O-])cc1 | 3 | 19 | -1 | 0 | 0 | 0.0 | -2 | -7 | 0 | 0
COc1ccc2[nH]c(=O)c(CNc3ccc(C)c(C)c3)cc2c1 | -46 | -9 | -1 | nt | -3 | 0.9 | 8 | 14 | -16 | 4
COCCn1c(-c2ccccc2)cnc1N | -1 | 8 | -1 | -6 | -10 | 0.4 | -3 | 7 | 2 | 4
C[C@@H]1CN([C@@H](C)CO)C(=O)c2cccc(NS(C)(=O)=O)c2O[C@H]1CN(C)Cc1ccc(Oc2ccccc2)cc1 | 0 | 3 | -4 | 2 | -1 | 2.0 | nt | 5 | -9 | 2
Cn1c(N)c(C(=O)COC(=O)CNC(=O)c2ccc(Cl)cc2Cl)c(=O)n(C)c1=O | -6 | 4 | -2 | -2 | -3 | 0.7 | nt | 9 | -5 | 2
OCC1(C2=NOC(O)(C(F)(F)F)C2)CCCCC1 (centres undefined) | 0 | -23 | -1 | 2 | 4 | 0.9 | -1 | nt | -11 | 6
O=C(COC(=O)C1(c2ccc(F)cc2)CCCC1)NC1CC1 | -20 | 5 | -4 | nt | -3 | -2.3 | nt | -4 | 1 | 4
CCn1ncc(C2=NOC(C(=O)N3CCC(C(N)=O)CC3)C2)c1C (centres undefined) | -36 | -8 | -4 | nt | -6 | 0.2 | -1 | 20 | -11 | -2
O=C(CCNC(=O)C1CCN(S(=O)(=O)c2ccc(F)cc2)CC1)NCc1cccnc1 | 5 | -14 | 1 | -2 | 3 | 0.4 | 37 | 5 | -14 | -5
CSCCC(NS(=O)(=O)c1ccccc1F)C(=O)NCc1ccncc1 (centres undefined) | 13 | -7 | -5 | 2 | 0 | -0.9 | -4 | 14 | -5 | -5
O=C1NC(=O)C(CC(=O)N(c2ccccc2)C2(C(=O)NC3CCCC3)CCCCC2)N1 (centres undefined) | 17 | -8 | 1 | nt | -10 | -0.8 | nt | -7 | 3 | -7
CC(=NC1CC1)C1=C(O)c2ccccc2C1=O | -4 | -13 | 0 | -2 | -11 | 1.0 | 2 | 98* | -8 | 2
Cc1ccc(Cn2c(=N)c(C(=O)NCC3CCCO3)cc3c(=O)n4ccccc4nc32)cc1 (centres undefined) | 5 | nt | 1 | 6 | -4 | -0.1 | -2 | nt | -8 | -2
Cc1ccccc1NC(=O)c1cccc(NC(=O)c2ccccc2C(=O)O)c1 | 13 | nt | -3 | -4 | 1 | 0.6 | 0 | nt | -5 | -5
N#Cc1cccc(NS(=O)(=O)c2ccc(S(=O)(=O)N3CCOCC3)cc2)c1 | -6 | -19 | 1 | 0 | -7 | 0.6 | 0 | -5 | -6 | 3
COc1ccc(NC(=O)COC(=O)c2cc(=O)c3ccccc3o2)cc1OC | -1 | -17 | -1 | 4 | -12 | -0.1 | -1 | 10 | -5 | 5
CCOC(=O)Nc1sc(=S)n(C)c1C | -7 | -7 | 0 | nt | 8 | -2.0 | -2 | -5 | -4 | 3
O=C(CN1CCN(S(=O)(=O)c2ccc(Br)cc2)CC1)N/N=C/c1ccncc1 | 26 | nt | -3 | -1 | -9 | 0.6 | 6 | -8 | -12 | -1
O=C(Nc1nccs1)c1ccc(-c2ccc(F)cc2)o1 | 2 | 46 | -4 | 37* | -19 | -3.3 | 2 | 142* | -5 | -1
COc1ccc(-c2csc(NC(=O)CS(=O)(=O)c3ccc(F)cc3)n2)cc1OC | -8 | 24 | -5 | 1 | -19 | 0.3 | 2 | -1 | -7 | 4
O=C(CC(c1ccccc1)c1ccco1)Nc1nccs1 (centres undefined) | 10 | -53 | -1 | nt | -2 | -0.6 | 2 | -6 | 4 | 6
O=C(NC1CCCC1)C(c1cccnc1)N(C(=O)c1csnn1)c1ccccc1Cl (centres undefined) | 0 | -12 | 3 | -2 | -4 | 0.6 | nt | 6 | -15 | 0
Cc1csc(NC(=O)c2ccc3nc[nH]c3c2)n1 | 0 | 0 | -2 | 36* | -12 | 0.9 | 1 | 19 | -16 | 0

Exported with two lines to a compound: two of the compounds above.
The line under a structure holds: HTR5A inv ag | SR-BI DiI inh | V-ATPase pHluor | Wnt bcat act | dFosB act | CDK5 p35 inh | NSD2 inh | MITF act | PvdQ inh | HTR5A ag ctr
COc1ccc(-c2csc(NC(=O)CS(=O)(=O)c3ccc(F)cc3)n2)cc1OC
    -8 | 24 | -5 | 1 | -19 | 0.3 | 2 | -1 | -7 | 4
Cc1ccc(Cn2c(=N)c(C(=O)NCC3CCCO3)cc3c(=O)n4ccccc4nc32)cc1 (centres undefined)
    5 | nt | 1 | 6 | -4 | -0.1 | -2 | nt | -8 | -2

Further compounds follow:
SMILES | HTR5A inv ag | SR-BI DiI inh | V-ATPase pHluor | Wnt bcat act | dFosB act | CDK5 p35 inh | NSD2 inh | MITF act | PvdQ inh | HTR5A ag ctr
O=C1CCN(CCc2ccccc2)CCN1CCSc1ccc(Br)cc1 | -3 | -18 | 2 | -3 | -2 | -0.6 | nt | 13 | -6 | -2
CCn1c(SCc2ccc(OC)cc2)nnc1-c1ccncc1 | -5 | 1 | -1 | -3 | -7 | 0.3 | -5 | 9 | -4 | 5
CCCCN1CC(=O)N2[C@H]3c4cc(Br)ccc4OC[C@@H]3[C@H](C(=O)OCC)[C@]2(C)C1=O | 13 | -13 | 0 | 9 | -5 | 1.1 | nt | 0 | 2 | 1
O=C(NCC1CCCO1)c1ccc([N+](=O)[O-])s1 (centres undefined) | -12 | nt | -1 | -1 | -3 | -1.2 | 0 | -28 | 3 | 5
O=C(CNCC1CCCO1)Nc1ccc(N2CCCCCC2)cc1 (centres undefined) | -18 | -17 | 6 | nt | -5 | 0.0 | nt | 3 | -12 | 2
Fc1cccc2sc(N3CCOCC3)nc12 | 13 | 16 | 7 | 11 | 3 | -1.1 | -7 | nt | 2 | 1
O=C(NC(=S)NCc1cccnc1)c1cccc2ccccc12 | -6 | 3 | 3 | 0 | 2 | 0.4 | 2 | -20 | -7 | 2
Cc1ccc(C(=O)CCNc2ccc(Br)cc2)o1 | -12 | 9 | -3 | 5 | -1 | -0.5 | 14 | 29 | -6 | -4
CSc1nc2ncc3c(n2n1)CC1c2ccccc2CCN1C3=O (centres undefined) | 19 | 25 | -2 | -3 | -16 | -1.7 | -1 | nt | -7 | -3
CCn1c(SCC(=O)N/N=C/C(C)=C/c2ccco2)nnc1-c1ccccc1 | -10 | -1 | -6 | nt | -6 | 0.7 | 5 | nt | 4 | 2
CC(C)(C)C(=O)N1CCC[C@@]1(CO)C(=O)O | -7 | -52 | 1 | -2 | -3 | 0.4 | -3 | -14 | -10 | 2
CCOc1ccc(N(C)S(=O)(=O)c2ccc(-c3cc(C)no3)s2)cc1 | 17 | -34 | -5 | -6 | -3 | -0.5 | 4 | -35 | -4 | -4
CC(C)NC(=O)COCc1cc(-c2ccc3c(c2)OCO3)on1 | 2 | -12 | 8 | 4 | 4 | -3.0 | 0 | 32 | -8 | 0
Cc1ccc(N(Cc2ccccc2)C(=O)c2cccc(S(=O)(=O)N3CCOCC3)c2)cc1 | 0 | 2 | -1 | 1 | -12 | 0.8 | -1 | -5 | 7 | 0
Cc1cccc(C)c1NC(=O)CCc1nnc2ccc(N3CCCC3)nn12 | -13 | 14 | 7 | -3 | -8 | 1.3 | 7 | 2 | -15 | 3
CCN1CCN(CCc2nc3cc(NC(=O)COc4ccc(Cl)cc4)ccc3n2C)CC1 | -13 | 0 | 0 | 1 | -14 | -0.1 | 12 | nt | -11 | -2
O=C(O)CCn1c(=S)oc2ccccc21 | -2 | 1 | -3 | nt | -1 | -0.7 | -11 | 9 | -10 | 0
O=C(Nc1cccc(NC(=O)c2cccs2)c1)c1ccco1 | -17 | -2 | 0 | nt | -12 | -0.7 | nt | nt | -10 | 7
N#C/C(=C\c1cn(-c2ccccc2)nc1-c1cccnc1)c1nnc2n1CCCCC2 | -19 | 13 | -1 | -5 | -13 | -0.8 | 5 | 6 | 12 | 7
Cc1ccccc1-c1nc(CS(=O)(=O)CC(=O)N(C)C2CCCCC2)c(C)o1 | 8 | -9 | 11 | -2 | -15 | -0.8 | nt | -16 | -6 | -3
COc1cc2c(cc1OC)C(CC(=O)O)N(C(=O)CC1CCCC1)CC2 (centres undefined) | -13 | nt | 1 | 1 | -1 | 1.4 | 12 | -7 | -17 | 4
O=C1CCCc2c1sc1nc3n(c(=O)c21)CCCCC3 | -4 | 5 | 0 | 17 | -7 | -0.4 | -1 | 33 | -7 | 1
Cn1c(CNC(=O)c2cccs2)n[nH]c1=S | 13 | -16 | 2 | nt | -4 | 2.3 | -1 | 6 | -8 | -1
Cc1ccccc1C(C(=O)NC1CCCCC1)N(C(=O)CNC(=O)c1ccco1)c1cccnc1 (centres undefined) | -4 | -25 | -2 | 0 | -3 | 1.5 | -1 | 0 | -7 | 1
Cn1cccc1Cc1nnc(SCC(=O)Nc2ccc(F)cc2)n1-c1ccc(F)cc1 | -3 | 15 | 6 | 1 | -5 | 1.0 | nt | -3 | 4 | 1
O=C(O)c1ccccc1C(=O)NNc1ccc(F)cc1 | -25 | -5 | -4 | 2 | -8 | 1.7 | -4 | nt | -23 | 3
O=C(COc1ccc2ccc(=O)oc2c1)N1CCN(C(=O)C2COc3ccccc3O2)CC1 (centres undefined) | 2 | 41 | 1 | -2 | -5 | 0.3 | nt | 8 | -9 | 1
CNC(=S)NNC(=O)c1ccc(=O)n(Cc2ccc(Cl)cc2Cl)c1 | 1 | -9 | 5 | -3 | 2 | -0.5 | -5 | -7 | 2 | 0
CCCCn1c(SCC(=O)Nc2cc(NC(=O)c3ccco3)ccc2C)nc2ccccc2c1=O | -9 | 42 | 2 | -2 | -2 | -0.4 | 0 | nt | 3 | 2
CN(C)CCn1c(NC(=O)c2ccc(Cl)cc2)nc2ccccc21 | nt | 9 | -3 | nt | -4 | -0.4 | nt | 27 | -7 | nt
CCCCCc1nnc(NC(=O)Cc2cccs2)s1 | 4 | -22 | 3 | nt | -10 | 1.5 | 2 | nt | -11 | -2
Cc1cc(OCC(O)CN2C(C)CCCC2C)ccc1C(C)C (centres undefined) | 10 | -15 | 1 | -1 | -12 | 0.5 | 2 | 15 | 4 | -1
Cc1nn(C(=O)c2cccnc2)c(C)c1C | 11 | 6 | 2 | nt | 8 | 0.5 | 0 | 3 | -11 | 3
C/C(CC(=O)Nc1ccc(Cl)cc1Cl)=N\NC(=O)C(=O)NCCO | 11 | -39 | 3 | 0 | -1 | 1.9 | -1 | 6 | -7 | 6
CCOC(=O)C1=C(C)Nc2ccccc2N=C1NC(=O)Cc1ccc(OC)cc1 | -4 | 17 | 1 | nt | 2 | -0.1 | -4 | -3 | -5 | 3
CCc1cccc(CC)c1C(O)c1cccnc1 (centres undefined) | 0 | -12 | 7 | nt | 2 | -1.9 | -1 | -11 | -4 | 0
O=C(O)c1ccc2c(c1)OCCOCCOCCOCCOCCO2 | 17 | -113 | 2 | -1 | -13 | 0.8 | -4 | 11 | -13 | -5
C=CCNc1oc(-c2ccc(Cl)cc2)nc1C#N | 3 | 7 | -4 | 1 | -7 | 2.9 | nt | -30 | 8 | -1
Cc1c(Nc2cc(N3CCCC(C)C3)c3nonc3c2[N+](=O)[O-])c(=O)n(-c2ccccc2)n1C (centres undefined) | -23 | -21 | 2 | -5 | -5 | 1.4 | 10 | 19 | 14 | 10

High-throughput results deposited in PubChem by several laboratories.
